# Source: PubChem (several laboratories)
# SRC3 inh: inhibits human SRC3 coactivator; Q9Y6Q9; HEK293 GAL4-SRC3 luciferase reporter, luminescence; inhibition, % at 3.6 µM; hit rate 0.17% among 360,000; AID 588352;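 active = inhibition above a per-campaign cutoff, the mean of all compounds plus 3 SD, cut at about 60% in these data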;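 also: 0% = DMSO-treated cells and 100% = gossypol-treated cells at 36 µM; higher means less SRC3-driven luciferase light from the GAL4 reporter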
# LMP1 NFkB inh: inhibitors of Epstein-Barr LMP1-induced NF-kappaB reporter | LMP1-induced NF-kappaB luciferase reporter cells, luminescence | inhibition, % at 12.5 µM | hit rate 0.69% among 350,000 | AID 504558; in the data active = inhibition above about 41%;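 also: 0% = neutral control wells and 100% = reference inhibitor control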
# LRH-1 inv ag: inverse agonists of human LRH-1 (NR5A2). HEK293T StAR-luciferase reporter, LRH-1 transfected, 24 h. inhibition, % at 3.6 µM. hit rate 0.13% among 360,000. AID 602396;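 active = inhibition above the mean inhibition of all tested compounds plus 3 SD, cut at about 73% in these data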;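 also: 0% = DMSO wells and 100% = reporter-only cells lacking LRH-1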
# Target sequence (O00482 whole entry, looked up): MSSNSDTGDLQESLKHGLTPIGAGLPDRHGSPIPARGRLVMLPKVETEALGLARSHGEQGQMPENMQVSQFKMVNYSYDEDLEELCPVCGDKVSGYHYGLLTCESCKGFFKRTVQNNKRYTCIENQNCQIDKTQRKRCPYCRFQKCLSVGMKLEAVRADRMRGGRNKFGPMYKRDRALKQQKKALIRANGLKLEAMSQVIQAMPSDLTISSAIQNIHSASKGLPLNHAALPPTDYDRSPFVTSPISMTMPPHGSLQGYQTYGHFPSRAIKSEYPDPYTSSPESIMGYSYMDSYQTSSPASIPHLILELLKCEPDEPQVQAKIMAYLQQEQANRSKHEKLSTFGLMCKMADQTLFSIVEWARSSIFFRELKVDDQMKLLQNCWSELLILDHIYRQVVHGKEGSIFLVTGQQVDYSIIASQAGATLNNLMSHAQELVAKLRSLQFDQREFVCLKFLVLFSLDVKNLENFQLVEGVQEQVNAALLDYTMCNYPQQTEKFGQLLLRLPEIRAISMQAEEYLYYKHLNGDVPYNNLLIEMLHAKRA
# TLR9-MyD88 block: inhibitors of human TLR9-MyD88 binding | inhibition, % at 4.98 µM | Q9NR96+Q99836 | hit rate 0.21% among 340,000 | CHO BLA complementation TLR9-MyD88, CCF4 FRET ratio;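 active = inhibition above the mean over all tested compounds plus 3 SD, cut at about 21% in these data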;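 also: 0% = DMSO only wells and 100% = clavulanate BLA inhibitor control wells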
# SRC2 inh: human SRC2 (NCOA2) inhibition | Q15596 | HEK293 GAL4-SRC2 luciferase reporter, luminescence | inhibition, % at 9 µM | hit rate 0.17% among 370,000 | AID 651957;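 active = inhibition above the mean inhibition of all tested compounds plus 3 SD, set per campaign, cut at about 52% in these data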;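 also: 0% = DMSO treated cells and 100% = cells given Gossypol at 36 µM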
# MC4R antag cAMP: blocks human MC4R cAMP signaling | inhibition, % at 6.5 µM | hit rate 0.48% among 360,000 | P32245 | MC4R-expressing cells, MTII-stimulated cAMP, LANCE TR-FRET;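 active = inhibition above its plate's cutoff, the mean of tested wells on that plate plus 3 SD, cut at about 29% in these data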;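 also: 0% = Melanotan II alone and 100% = Melanotan II plus saturating MCL0020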
#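 Assay system: U2OS-MC4R stable cell line; Also added: Melanotan II; Technique: Eu-cAMP/anti-cAMP TR-FRET, emission 671 nm; Times: 30-min compound, 1-h challenge, 1-h detection, room temperature.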
# NR2F2 inh: blocks human COUP-TFII nuclear receptor | hit rate 0.7% among 370,000 | inhibition, % at 8.6 µM | HEK293T NGFI-A luciferase reporter, luminescence;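 active = inhibition above a per-plate cutoff, mean inhibition of test wells between control levels plus 3 SD, cut at about 38% in these data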;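 also: cells cotransfected with COUP-TFII expression vector driving the NGFI-A reporter; 0% = median of COUP-TF2 test wells and 100% = reporter-only cells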
# ABHD5-PLIN5 inh: blocks binding of human ABHD5 to perilipin-5 | inhibition, % at 4 µM | hit rate 0.78% among 360,000 | Q00G26+Q8WTS1 | AID 602281 | Split G. princeps luciferase complementation, luminescence, 4 h;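 active = inhibition above the mean inhibition across every tested compound plus 3 SD, cut at about 22% in these data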;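 also: 0% = DMSO only wells and the 100% control is not disclosed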
# NOD2-RIPK2 inh: blocks binding of human NOD2 to RIPK2; CHO BLA complementation NOD2-RIPK2, CCF4 ratio; hit rate 0.38% among 360,000; inhibition, % at 4.98 µM; O43353; in the data active = inhibition above about 21%;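 also: 0% = vehicle only and 100% = reference blocker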
# Target sequence (O43353 whole entry, looked up): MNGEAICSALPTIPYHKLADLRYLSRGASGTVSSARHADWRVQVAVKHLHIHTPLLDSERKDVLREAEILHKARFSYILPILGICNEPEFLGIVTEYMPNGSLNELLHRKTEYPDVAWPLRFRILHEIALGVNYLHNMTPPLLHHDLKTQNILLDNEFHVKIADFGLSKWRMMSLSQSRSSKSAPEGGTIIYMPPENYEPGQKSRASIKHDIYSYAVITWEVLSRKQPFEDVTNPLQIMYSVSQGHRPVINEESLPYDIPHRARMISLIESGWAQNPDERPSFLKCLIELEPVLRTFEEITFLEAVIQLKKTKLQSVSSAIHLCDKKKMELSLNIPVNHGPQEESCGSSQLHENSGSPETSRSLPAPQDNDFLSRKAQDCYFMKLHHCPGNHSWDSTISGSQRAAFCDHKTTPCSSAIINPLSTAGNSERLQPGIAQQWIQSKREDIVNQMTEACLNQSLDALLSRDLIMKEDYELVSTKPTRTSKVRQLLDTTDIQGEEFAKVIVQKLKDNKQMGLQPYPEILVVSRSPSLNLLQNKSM
# SRC1 inh: inhibitors of human steroid receptor coactivator 1 (SRC1). HEK293 GAL4-SRC1 luciferase reporter, luminescence. inhibition, % at 3.6 µM. hit rate 0.12% among 360,000. AID 588354;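 active = inhibition above the campaign mean plus 3 SD, with each screening campaign given its own cutoff, cut at about 60% in these data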;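 also: 0% = DMSO treated cells and 100% = gossypol at 36 µM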
# MC4R barr agon: agonists of human melanocortin 4 receptor (MC4R) beta-arrestin; P32245; AID 540308; U2OS MC4R beta-arrestin complementation, luminescence; percent of melanotan II response, DMSO zero; activation, % at 8.9 µM; hit rate 0.98% among 360,000;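 active = activation above a per-plate cutoff, the mean activation of sample wells on that plate plus 3 SD, cut at about 8% in these data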
# Active calls of the source: *; . = no result given. These rows are one share of the data. The share of hits here may be higher or lower than overall.
SMILES,SRC3 inh,LMP1 NFkB inh,LRH-1 inv ag,TLR9-MyD88 block,SRC2 inh,MC4R antag cAMP,NR2F2 inh,ABHD5-PLIN5 inh,NOD2-RIPK2 inh,SRC1 inh,MC4R barr agon
CCCCN(C)CCNS(=O)(=O)c1ccc2c(c1)n(C)c(=O)c(=O)n2C,-7,-4,-18,1,16,17,6,-4,2,4,0.1
O=C(Nc1nc(-c2ccccc2)ns1)c1ccncc1,-5,-8,3,-16,-13,4,-3,-2,0,-1,3.2
NNC(=O)c1csc(CS(=O)(=O)c2ccc(Cl)cc2)n1,3,-13,3,.,-1,2,17,6,-6,-4,2.2
Cc1ccc(S(=O)(=O)NCCCCCC(=O)Nc2ccccn2)cc1,15,9,13,0,28,2,5,-1,-2,7,1.1
O=C(OCc1cccc([N+](=O)[O-])c1)c1cccnc1Cl,-7,-10,15,3,14,-2,4,-2,-5,-20,-2.1
N#Cc1c(-c2ccccc2)oc(=O)c2ccccc12,2,-8,-11,4,9,5,11,0,0,-17,-0.6
COC(=O)C1CCN(C2CN(Cc3ccc([N+](=O)[O-])cc3)S(=O)(=O)C2)CC1 (configuration not stated),-8,.,-6,.,-2,.,11,-3,0,-27,.
CCOC(=O)C1=C(CCl)NC(=O)NC1c1ccc2c(c1)OCO2 (configuration not stated),10,-6,-21,7,10,-10,-3,4,0,14,-1.2
O=C(Cc1ccc(Br)cc1)N1CCN(C(=O)c2ccccc2)CC1,4,-2,-15,0,-8,1,-18,0,-8,5,-1.1
CC(C)NC(=O)c1cc2c(-c3ccc(Cl)cc3)nn(C)c2s1,0,-6,13,1,-1,13,-1,1,0,-11,-0.4
OC[C@@H]1CN(Cc2cccc3ccccc23)C[C@H](n2cnc3c(NCc4ccco4)ncnc32)O1,-13,.,34,.,-6,26,8,12,2,10,3.0
CNc1nc2ccccc2n1N,15,-7,20,0,-7,4,8,-4,1,-8,-2.3

# Ordered by SMILES length (smallest number first): part of the list above.
SMILES,SRC3 inh,LMP1 NFkB inh,LRH-1 inv ag,TLR9-MyD88 block,SRC2 inh,MC4R antag cAMP,NR2F2 inh,ABHD5-PLIN5 inh,NOD2-RIPK2 inh,SRC1 inh,MC4R barr agon
CNc1nc2ccccc2n1N,15,-7,20,0,-7,4,8,-4,1,-8,-2.3
NNC(=O)c1csc(CS(=O)(=O)c2ccc(Cl)cc2)n1,3,-13,3,.,-1,2,17,6,-6,-4,2.2
CCCCN(C)CCNS(=O)(=O)c1ccc2c(c1)n(C)c(=O)c(=O)n2C,-7,-4,-18,1,16,17,6,-4,2,4,0.1

# Further results follow:
SMILES,SRC3 inh,LMP1 NFkB inh,LRH-1 inv ag,TLR9-MyD88 block,SRC2 inh,MC4R antag cAMP,NR2F2 inh,ABHD5-PLIN5 inh,NOD2-RIPK2 inh,SRC1 inh,MC4R barr agon
CCN(CC)c1ccc(NC(=O)Cn2cc3c(n2)CCC(C)C3)c(C)c1 (configuration not stated),2,11,-8,6,-9,12,20,3,-1,-5,0.9
CC1(C)CC(=O)C2=C(C1)c1c(ccc3ccccc13)NC2c1cc([N+](=O)[O-])cc([N+](=O)[O-])c1O (configuration not stated),-2,-9,-7,9,20,4,6,-4,-6,10,2.2
COC(=O)c1ccc(/C=N/NC(=O)C(=O)NCC2CCCO2)cc1 (configuration not stated),10,-2,6,-12,-8,-2,4,-3,-4,-2,-0.3
COC(=O)C1=C[C@@H](C(=O)OC)[C@@H]2C3=C(C(=O)[C@@]2(C)NC(=O)c2ccccc2)[C@H](C)C(C(=O)OC)=C(C(=O)OC)[C@@H]3C1,-15,-3,-11,9,14,1,2,-6,5,-18,-2.7
CCc1ccc(NC(=O)COc2ccc(F)cc2C(=O)c2cnn(-c3ccccc3)c2)cc1,-79,-24,-64,4,-53,12,-21,-5,7,-49,2.1
COc1ccc(-c2noc(=O)n2Cc2ccc(C#N)cc2)cc1,-23,12,13,-1,-34,-2,6,-2,-5,-5,-3.1
COc1ccccc1C(=O)Nc1cccnc1,8,1,-33,15,-24,9,16,2,5,-22,-1.9
CCc1cccc2c(C(=O)COC(=O)C3=NNC(=O)CC3)c[nH]c12,2,9,8,5,-42,3,4,10,-11,0,5.7
COc1ccc(OC)c(/C=N/NC(=O)CC(=O)NCc2ccccc2)c1,13,5,1,-2,-3,14,4,3,-11,5,-2.3
COc1cccc(N2CCN(C(=O)c3cc4c(OC)c(OC)c(OC)cc4[nH]3)CC2)c1,-8,2,-14,8,-9,11,-18,2,-2,0,1.3
N/C(=N\OC(=O)c1ccc(OCC(F)(F)F)nc1)c1ccc(Cl)cc1,10,-13,-3,9,-26,4,3,9,0,-11,0.5
N#Cc1nc(COc2ccc(F)cc2)oc1NCCN1CCOCC1,6,-6,1,4,5,13,-17,-1,5,-12,0.1
O=C(CN1C(=O)CSc2ccc(S(=O)(=O)N3CCOCC3)cc21)NCCCN1CCCCC1,7,-1,-2,-2,-8,-1,-11,-6,-6,-5,-2.0
CC(=O)Nc1ccc(S(=O)(=O)NCC(=O)NNC(=O)COc2ccccc2Cl)cc1,-92,-4,18,2,-5,2,8,-5,-2,16,-3.0
Cc1ccc(OCC(=O)O)c(O)c1,-3,0,-4,0,-9,3,6,-4,-2,0,-2.4
CCn1cc(SCC(=O)NC2CCCC2)c2ccccc21,2,-8,11,-10,-1,0,22,-2,-4,-10,-0.2
O=C(/C=N\O)NCCCNCc1ccccc1,4,-4,-6,4,8,2,15,3,11,1,-0.6
COc1ccc(NC(=O)CN(C)C(=O)c2ccc(C)c(S(=O)(=O)N3CCCCC3)c2)cc1,7,1,-12,3,5,17,3,0,-7,-2,-0.8
Cc1ccc(-c2cc3cccc[n+]3cc2-c2ccc(C)cc2)cc1,55,7,84*,1,1,4,66*,4,-8,51,-0.8
COc1ccc(OC)c(S(=O)(=O)N/N=C(/C)c2c[nH]c3ccccc23)c1,-2,-1,12,-4,-9,2,-7,-3,-13,-17,-0.3
CN1CC2(C(=O)c3ccccc3)CN(C)CC(C(=O)c3ccccc3)(C1)C2,5,7,-8,1,-5,5,3,-1,-3,-17,-0.4
O=C(OCCc1cc2ccccc2c(=O)o1)N1CCOCC1,-32,-6,-43,7,-9,9,-23,5,7,-16,-1.3
O=C(O)c1c(Cl)c(Cl)c(Cl)c(Cl)c1C(=O)N1CCOCC1,10,6,21,6,-17,-3,-27,-5,-8,-9,-1.0
CCOc1ccc(Cl)cc1S(=O)(=O)NCc1ccccn1,5,-1,11,3,12,-1,0,5,-14,-1,-0.2
COc1ccc(C(=O)N/C(=C\c2cn(S(=O)(=O)N(C)C)c3ccccc23)C(=O)N2CCN(C)CC2)cc1OC,12,3,-5,-3,28,-1,-2,8,-11,11,0.6
Cc1cc(C)n(CCOc2ccc(Cl)cc2Cl)n1,-4,-3,-18,-6,6,1,11,-5,-3,-14,0.0
CCc1ccc2[nH]c(=O)c(CN(Cc3ccco3)C(=S)NCC3CCCO3)cc2c1 (configuration not stated),4,-4,4,-6,-46,6,3,6,4,-7,-0.3
O=S(N1CCCCC1)C12CC3CC(CC(C3)C1)C2 (configuration not stated),8,3,-7,1,-17,16,6,7,0,-12,1.2
O=C(COC(=O)c1cnc(Cl)c(Cl)c1)NC1CCCCCC1,-11,13,-2,-3,-15,29*,3,-7,5,-1,-5.2
Cc1ccc(S(=O)(=O)N2CCOCC2)cc1NC(=O)COC(=O)c1cc(=O)[nH]c2ccccc12,3,-3,4,13,-13,0,-13,1,-6,3,-1.4
N#C/C(=C(/O)CCl)c1nc2ccccc2[nH]1,-13,-9,9,-14,11,16,0,-1,-4,-24,-2.1
O=C(CN1c2cccc3cccc(c23)S1(=O)=O)NCCc1ccccc1,1,-2,25,5,15,5,25,4,0,8,-0.7
O=c1[nH]c(=S)[nH]c2c1C(c1ccc(Cl)cc1)OC(C1CCCCC1)C2 (configuration not stated),11,.,-24,.,-12,.,2,-9,-3,-4,.
CCOc1ccc(-n2c(C)nc(O)c2N=Nc2ccccc2)cc1,1,-8,13,-6,-4,-2,9,7,-5,8,0.3
Cn1ncc([N+](=O)[O-])c1C(=O)Nc1ccc(-c2nc3ccccc3o2)cc1,-42,-18,-74,3,-70,7,-21,3,-1,-43,-1.3
COc1ccc(-c2noc(N3CCC(C(=O)Nc4ccc(F)cc4F)CC3)n2)cc1,14,-5,-9,5,-30,9,-18,-6,-20,-8,7.5

# Full records, quoted from the list. Screens in order: SRC3 inh | LMP1 NFkB inh | LRH-1 inv ag | TLR9-MyD88 block | SRC2 inh | MC4R antag cAMP | NR2F2 inh | ABHD5-PLIN5 inh | NOD2-RIPK2 inh | SRC1 inh | MC4R barr agon
# Profile of O=C(COC(=O)c1cnc(Cl)c(Cl)c1)NC1CCCCCC1 : -11 | 13 | -2 | -3 | -15 | 29* | 3 | -7 | 5 | -1 | -5.2
# Profile of O=C(CN1c2cccc3cccc(c23)S1(=O)=O)NCCc1ccccc1 : 1 | -2 | 25 | 5 | 15 | 5 | 25 | 4 | 0 | 8 | -0.7

# Later entries:
SMILES,SRC3 inh,LMP1 NFkB inh,LRH-1 inv ag,TLR9-MyD88 block,SRC2 inh,MC4R antag cAMP,NR2F2 inh,ABHD5-PLIN5 inh,NOD2-RIPK2 inh,SRC1 inh,MC4R barr agon
COCCN1C=C(C(=O)OC)C(c2cc(Br)c(OC)c(OC)c2)C(C(=O)OC)=C1,-6,-1,7,-10,-9,1,10,-7,-8,-8,-0.7
COC(=O)C1=CO[C@@H](O[C@@H]2OC(CO)[C@@H](O)[C@@H](O)[C@@H]2O)C2C1CC[C@]2(C)O (some centres not stated),-8,-5,7,5,-5,0,-5,5,-9,-8,-0.1
O=C(COC(=O)c1ccccn1)Nc1cc(Cl)ccc1Cl,25,-6,6,-2,15,1,8,-1,-19,-1,-1.1
Cn1cc(Br)c(C(=O)NC2CCCCCC2)n1,-16,-5,-2,-2,-5,7,-16,-8,4,-22,-1.5
O=C(c1ccoc1)N1CCCC(Nc2ccc(F)c(F)c2)C1 (configuration not stated),-20,6,-8,-5,-20,5,-28,0,-4,8,2.9
COc1ccc(-c2ccnc(SCC(=O)c3ccc(Br)cc3)n2)cc1,4,-4,15,0,-19,2,-2,-2,2,-8,0.2
COc1cccc(-c2ncc3ccccc3c2COC(=O)c2cccs2)c1,3,4,-44,-4,1,-9,15,0,-9,-12,-1.2

# Printed as active in LRH-1 inv ag, among the entries above:
SMILES,SRC3 inh,LMP1 NFkB inh,LRH-1 inv ag,TLR9-MyD88 block,SRC2 inh,MC4R antag cAMP,NR2F2 inh,ABHD5-PLIN5 inh,NOD2-RIPK2 inh,SRC1 inh,MC4R barr agon
Cc1ccc(-c2cc3cccc[n+]3cc2-c2ccc(C)cc2)cc1,55,7,84*,1,1,4,66*,4,-8,51,-0.8
